PERK inh – inhibitors of human PERK kinase; actives 0.17% (n = 220,000); inhibition, % at 5.6 µM; AID 1416; CHO PERK-DD fusion, SEAP luminescence translation reporter;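 active = inhibition above the mean inhibition of all tested compounds plus 3 SD, set separately per screening campaign, cut at about 2.9% in these data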;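 also: PERK kinase domain activated by AP20187 dimerizer at 100 nM; 0% = DMSO with dimerizer and 100% = rapamycin at 8.4 µM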
Mdm2 ligase inh – Mdm2 E3 ligase (human) inhibition | cell-based MDM2 ubiquitination luciferase reporter, 2 h; 0 = plate control, 100 = twice control, blank-subtracted | actives 0.11% (n = 210,000) | Q00987 | AID 1230 | signal enhancement, % at 5 µM;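 active = signal enhancement of 30% or more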;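 also: luminescence tracks abundance of the self-degrading MDM2-luciferase fusion protein; higher signal means inhibition of MDM2 E3 ligase activity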
Target sequence (Q00987 whole entry, looked up, the tested form may be a part): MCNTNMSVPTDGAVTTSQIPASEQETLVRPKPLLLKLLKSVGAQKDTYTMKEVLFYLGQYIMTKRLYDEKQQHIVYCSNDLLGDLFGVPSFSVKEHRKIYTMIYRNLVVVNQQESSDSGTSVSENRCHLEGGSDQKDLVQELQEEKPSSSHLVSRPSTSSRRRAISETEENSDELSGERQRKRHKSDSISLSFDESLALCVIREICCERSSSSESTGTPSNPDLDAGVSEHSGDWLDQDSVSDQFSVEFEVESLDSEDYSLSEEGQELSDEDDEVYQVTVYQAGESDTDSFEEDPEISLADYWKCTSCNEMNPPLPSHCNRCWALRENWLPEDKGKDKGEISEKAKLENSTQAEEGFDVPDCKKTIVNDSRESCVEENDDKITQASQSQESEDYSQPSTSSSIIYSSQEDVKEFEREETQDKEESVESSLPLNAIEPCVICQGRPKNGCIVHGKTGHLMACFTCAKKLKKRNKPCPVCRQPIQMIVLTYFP
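Timing – 2 h compound exposure at 37 °C · Assay system – mammalian cells stably expressing self-ubiquitinating, self-degrading MDM2 E3–luciferase fusion · Amount – 2000 cells seeded into each well · Measure – % luminescence enhancement versus blank-corrected plate control mean · Measured by – SteadyLite luminescence, 15 min reagent step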
TNF necrop inh – blocks TNF-alpha induced death of Jurkat FADD-/- cells; Jurkat FADD-/- TNF necroptosis rescue, ATP luminescence, 24 h; 0 = TNF only, 100 = no-TNF cells; activation (protection from cell death), % at 10 µM; actives 0.068% (n = 220,000);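 active = activation, meaning protection from cell death, of at least 50% relative to plate controls; inactive = activation below 50%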;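 also: necroptosis triggered by 40 ng/mL TNF-alpha added together with compound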
eIF4E 4G PPI – blocks eIF4E binding to eIF4G; actives 0.37% (n = 220,000); P63073+Q04637; TR-FRET eIF4E-eIF4GI(517-606) binding, 2 h; inhibition, % at 21.7 µM;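 active = inhibition above about 30%, limit read from the data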;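 also: 0% = full FRET control wells and 100% = background wells lacking eIF4GI fragment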
m-calpain inh – blocks pig calpain II enzyme activity; inhibition, % at 16 µM; actives 0.37% (n = 220,000); AID 1236; purified calpain II, fluorogenic peptide substrate, 30 min;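 active = inhibition above about 50%, limit read from the data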
Rad51 HR inh – Rad51 (human) homologous recombination inhibition. actives 0.085% (n = 200,000). AID 1385. hRad51 DNA strand exchange, fluorescence dequenching. inhibition, % at 10 µM;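 active = inhibition above 40% at the single screening dose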;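 also: 0% = DMSO control wells and 100% = blanks with heterologous ssDNA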
Target sequence (Q06609 whole entry, looked up): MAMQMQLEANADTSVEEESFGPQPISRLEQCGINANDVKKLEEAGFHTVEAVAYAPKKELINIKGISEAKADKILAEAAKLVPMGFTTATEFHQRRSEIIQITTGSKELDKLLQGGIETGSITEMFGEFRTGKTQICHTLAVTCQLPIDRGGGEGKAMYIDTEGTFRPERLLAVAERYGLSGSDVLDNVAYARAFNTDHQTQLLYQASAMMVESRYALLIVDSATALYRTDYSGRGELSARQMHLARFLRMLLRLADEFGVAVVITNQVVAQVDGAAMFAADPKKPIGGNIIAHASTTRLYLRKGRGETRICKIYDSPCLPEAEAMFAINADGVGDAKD
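Test system – preformed human Rad51 ssDNA filaments · Reagent – Donor/quencher-labelled 47-bp dsDNA substrate · Incubation – 37 °C 15-min filament assembly, 30-min compound preincubation, 15-min exchange · Signal – FRET fluorescence dequenching, excitation 485 nm, emission 520 nm · Read-out – percent inhibition from fluorescence, normalised to plate control and blank means · Benchmarks – plate control and blank wells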
EBV gp42 inh – EBV gp42 inhibition. inhibition, % (tested at 21.74 µM). Fluorescence polarization binding assay, mP read-out. actives 0.42% (n = 220,000); in the data active = inhibition above about 50%
Target sequence (Q1HVG2 whole entry, looked up): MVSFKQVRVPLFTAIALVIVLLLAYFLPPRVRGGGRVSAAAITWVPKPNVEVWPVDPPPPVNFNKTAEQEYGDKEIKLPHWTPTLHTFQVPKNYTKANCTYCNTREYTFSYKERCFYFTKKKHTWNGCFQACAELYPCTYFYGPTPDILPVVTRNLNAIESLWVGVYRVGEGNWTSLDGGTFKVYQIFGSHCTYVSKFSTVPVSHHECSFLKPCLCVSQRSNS
L929 necroptosis – L929 zVAD cell death inhibition; L929 zVAD necroptosis rescue, ATP luminescence, 24 h; with zVAD 60 µM; viability rescue, % at 10 µM; actives 0.38% (n = 220,000);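 active = activation, scaled between plate controls, above about 75%, limit read from the data; inactive = activation under that limit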;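 also: 0% = zVAD with DMSO and 100% = DMSO alone without zVAD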
Cl transport mod – KCC2 (human) Cl- transport modulation; actives 2.2% (n = 190,000); Q9H2X9; KCC2 cells, thallium flux FluoZin-2 fluorescence; B-score of Tl+ flux slope (higher = more flux/activation; lower = inhibition) at 10 µM;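 active = thallium flux slope and its plate-corrected score both differing from the plate sample mean at a set confidence after two filtering rounds, in either direction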;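 also: slope of fluorescence scaled to starting intensity during 10 to 20 s after thallium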
The depositor's hits bear a star; . = not tested or not shown; [ ] = remark or other dose. Compounds as they come (roughly 3.6% active in at least one column).

SMILES | PERK inh | Mdm2 ligase inh | TNF necrop inh | eIF4E 4G PPI | m-calpain inh | Rad51 HR inh | EBV gp42 inh | L929 necroptosis | Cl transport mod
O=C1C=C(O)C(n2cncn2)C(c2ccc3c(c2)OCO3)C1 (configuration not stated) | 1.7 | -14 | 0.9 | 1 | -29 | -4 | 0 | 3.5 | 0.085
CCOC(=O)C1(Cc2ccc(OC)cc2)CCN(C(=O)C2=CCCC2)CC1 | -1.2 | -7 | -0.6 | -3 | 36 | . | 5 | -1.8 | 0.92
Cc1ccc(S(=O)(=O)/N=C2/C=C(C3C(=O)CC(C)(C)CC3=O)C(=O)c3ccccc32)cc1 | -0.8 | -4 | -3.2 | 10 | -10 | 5 | 3 | -0.7 | .
[O-][n+]1onc2c3ccnnc3ccc21 | 1.1 | -23 | -3.2 | 0[fluorescence artefact?] | -9 | 12 | -18 | -0.3 | 1
COc1cccc(-n2c(N)c(-c3nc4ccccc4[nH]3)sc2=S)c1 | -0.1 | -4 | 2.5 | -5 | -50 | -2 | 3 | 1.3 | 0.51
CCSc1nnc(NC(=O)NC(CC)(C(F)(F)F)C(F)(F)F)s1 | -1.2 | -48 | -0.9 | 3 | 19 | 2 | -42 | 3.3 | .
Cc1c(C(=O)Nc2ccccc2)cn2c(nc3ccccc32)c1C#N | -0.1 | -10 | 2.4 | 1 | -62 | . | -22 | 1.9 | -2
O=P(O)(CCc1ccncc1)CN1CCCCC1 | 1.1 | -19 | 0.1 | 11 | -16 | -10 | -21 | 1.3 | .
O=C(CSc1nc2ccccc2c(=O)n1C1CC1)NCc1ccccc1 | -0.9 | -16 | -3.3 | 0 | -19 | 1 | 9 | -0.4 | -0.076
COc1ccc(NS(=O)(=O)c2cc(C)ccc2C)cc1 | 2.5 | -3 | -12 | -1 | -21 | 6 | 4 | 0.2 | -0.53
CNC(=O)NC(=O)C(OC(=O)c1cccc(S(=O)(=O)N2CCCCC2)c1)c1ccccc1 (configuration not stated) | 0.8 | -6 | 5.3 | 0[fluorescence artefact?] | -22 | . | -11 | 1.0 | 0.62
CCC(=O)Nc1ccc(NC(=O)c2c(C)nc3ccccn23)cc1 | -0.1 | -23 | 1.7 | -6 | -35 | 5 | -14 | 2.3 | 0.0027
COn1c2c(c3c4no[n+]([O-])c4ccc31)CCCC2 | 0.4 | -4 | -0.4 | -1[fluorescence artefact?] | -1 | . | -6 | 0.7 | 0.087
COc1ccc(C2NC(=O)NC(O)(C(F)(F)F)C2C(=O)c2ccccc2)cc1OC (configuration not stated) | 0.8 | -14 | -0.1 | -3 | 12 | -7 | 3 | 0.9 | -0.23
Cc1ccccc1CSCCNC(=O)CN(c1ccc2c(c1)OCO2)S(C)(=O)=O | 0.3 | -6 | -2.0 | 8 | -1 | -1 | -5 | -1.0 | -1
Cc1nn(-c2ccccc2)cc1/C=N/NC(=O)c1cccs1 | -0.9 | -8 | -0.1 | 1 | 35 | 20 | -9 | 1.7 | 0.65
C#CCN1C(=O)C(O)(CC(=O)c2ccc(OC)c(OC)c2)c2ccccc21 (configuration not stated) | -0.2 | -3 | -1.7 | 97* | 14 | 0 | -5 | 0.4 | 0.01
O=C(NCC1CCCO1)c1coc2nc3ccccc3nc12 (configuration not stated) | 0.6 | -2 | -6.7 | 11[fluorescence artefact?] | -220 | -5 | 4 | 0.5 | -0.049
COc1ccc(-n2nc3c(c2NC(=O)C2CC2)CS(=O)C3)cc1 (configuration not stated) | 1.1 | -59 | -0.5 | 6 | 3 | . | -18 | -0.1 | -0.49
COc1ccc(CC(=O)NNC(=O)CCc2ccccc2)cc1 | 0.6 | -17 | -0.1 | 1 | 23 | -6 | -3 | 1.3 | -0.045
Cc1ccc(-n2ncc3c(=O)n(Cc4ccccn4)cnc32)cc1C | 0.5 | -17 | -3.6 | 1 | -15 | -4 | -4 | -0.2 | 0.013
COC(=O)C1C(=O)C2=C(CC1C)NC(=O)CC2c1ccc(O)c(OC)c1 (configuration not stated) | 0.7 | -19 | -2.9 | 5 | 11 | 6 | -8 | 0.2 | .
COC(=O)C1=C(N)Oc2cc(C)n(Cc3cccnc3)c(=O)c2C1c1ccccc1OC (configuration not stated) | 0.0 | -2 | 0.4 | 9[fluorescence artefact?] | 4 | -10 | -1 | 0.8 | 0.17
Cn1c(Cn2c(=O)sc3ccccc32)nnc1SCC(=O)NCc1ccccc1 | -0.6 | -4 | 0.1 | 0 | 0 | -2 | -25 | -0.8 | 0.14
CC1CCCN(c2ccc([N+](=O)[O-])cc2C(=O)c2ccccc2)C1 (configuration not stated) | -0.8 | 1 | -15 | 4 | 20 | . | 9 | . | -0.044
Cc1ccc([C@H]2C(C#N)=C(N)Oc3cc(C)oc(=O)c32)o1 | 1.5 | -20 | -2.1 | 5 | 13 | . | -10 | -0.7 | 0.32
CCOc1ccccc1C(=O)Nc1ccc2nc(N3CCN(c4ncccn4)CC3)cc(C)c2c1 | -1.3 | . | -11 | . | . | . | . | 5.6 | 0.54
O=C(NNS(=O)(=O)c1ccc(F)cc1)C1CCN(S(=O)(=O)c2ccccc2)CC1 | 0.9 | -1 | 0.9 | -2 | 1 | 6 | 10 | 0.2 | 0.1
O=C(COc1ccccc1)c1cn(CC(=O)N2CCOCC2)c2ccccc12 | 0.0 | -6 | -2.2 | 4 | 16 | -17 | -26 | -1.1 | 0.17
Cc1cc(C)nc(N2CCC(C(=O)O)CC2)n1 | 1.1 | -21 | -3.0 | -2 | 5 | 1 | 10 | -0.2 | 0.38

The last 4 compounds of the part above open the next one.
SMILES | PERK inh | Mdm2 ligase inh | TNF necrop inh | eIF4E 4G PPI | m-calpain inh | Rad51 HR inh | EBV gp42 inh | L929 necroptosis | Cl transport mod
CCOc1ccccc1C(=O)Nc1ccc2nc(N3CCN(c4ncccn4)CC3)cc(C)c2c1 | -1.3 | . | -11 | . | . | . | . | 5.6 | 0.54
O=C(NNS(=O)(=O)c1ccc(F)cc1)C1CCN(S(=O)(=O)c2ccccc2)CC1 | 0.9 | -1 | 0.9 | -2 | 1 | 6 | 10 | 0.2 | 0.1
O=C(COc1ccccc1)c1cn(CC(=O)N2CCOCC2)c2ccccc12 | 0.0 | -6 | -2.2 | 4 | 16 | -17 | -26 | -1.1 | 0.17
Cc1cc(C)nc(N2CCC(C(=O)O)CC2)n1 | 1.1 | -21 | -3.0 | -2 | 5 | 1 | 10 | -0.2 | 0.38
COC(=O)C(Cc1ccccc1)NC(=O)CSc1nc(N)cc(=O)[nH]1 (configuration not stated) | 2.0 | -5 | 0.4 | 1 | -12 | 12 | -20 | 1.3 | 0.0065
S=c1[nH]nc(-c2ccc(Cl)cc2)n1Cc1ccccc1 | -0.5 | -15 | 0.4 | 5 | 7 | 7 | -2 | . | 0.056
CCCCC(C(=O)N/N=C/c1ccccn1)C(=O)N/N=C/c1ccccn1 | -1.3 | -8 | 0.4 | 6 | 9 | 2 | -17 | 0.5 | 0.17
Cc1cc(C(=O)NNc2ccc(C(C)C)cc2)n(C(C)(C)C)n1 | -0.8 | -7 | -1.3 | -3 | 12 | 24 | -23 | 1.2 | 0.01
NC(=O)COC(=O)CCSc1ccc(Cl)cc1 | 1.3 | -6 | -0.4 | -1 | 17 | 34 | 0 | 0.2 | -0.12
CN(C)c1ccc(NC(=S)N2CCN(c3ncc(C(F)(F)F)cc3Cl)CC2)cc1 | 0.1 | -11 | -4.2 | 8 | 0 | 0 | -9 | 0.3 | 0.35
Cc1cccc(OCCCC(=O)Nc2ccc(N(C)C)cc2)c1 | -0.1 | -13 | 2.5 | 25 | 11 | 1 | -19 | 1.5 | 0.007
CCSc1nc(N)c2c(C)c(C)sc2n1 | 0.1 | 16 | -2.0 | 2 | -26 | -4 | -7 | -0.6 | 0.96
CC(C)(C)Nc1nc(NC(C)(C)C)nc(-n2ccnc2)n1 | -0.1 | -3 | -5.8 | 3 | 25 | -6 | -5 | -0.2 | -0.41
COC(=O)CON1C(=O)c2ccccc2C1=O | 1.1 | -16 | 0.0 | -16 | -2 | -11 | -14 | -0.8 | 0.72
COc1ccc(C)cc1NC(=O)C(C)N(c1ccc(C)cc1)S(C)(=O)=O (configuration not stated) | 0.4 | -15 | -0.9 | 8 | -13 | 5 | -19 | 0.1 | -1
O=C(COC(=O)c1cc(-c2cccs2)nn1-c1ccccc1)Nc1cc([N+](=O)[O-])ccc1Cl | -0.2 | -8 | 0.9 | 0 | 2 | 2 | -7 | 0.8 | 1.7
c1ccc(NCn2cncn2)nc1 | 0.8 | -10 | 1.3 | 0 | -17 | -1 | -16 | 0.9 | 1.1
CS(=O)(=O)c1ccc(Cl)c(NC(=O)COC(=O)c2cccc(C#N)c2)c1 | -0.2 | -16 | -0.4 | -2 | 22 | 0 | -4 | 2.3 | 0.23
C[C@@H]1CC=C[C@H]2[C@H]1C(=O)N(Cc1ccccc1)[C@H]2c1ccc2ccccc2c1 | . | 15 | -4.1 | -8 | 21 | -2 | -4 | 0.6 | 0.16
CCCc1cc(C(=O)N/N=C/c2ccc(C)o2)c2ccccc2n1 | 0.2 | -5 | -14 | 2 | -3 | 0 | -7 | 0.8 | -0.51
O=C(CN1C(=O)COc2ccccc21)c1ccc(Cl)cc1 | 0.1 | -6 | 0.1 | 7[fluorescence artefact?] | 5 | -4 | -24 | 0.3 | -1.8
CCOC(=O)c1cc(C#N)c(SCc2cccc3ccccc23)nc1C | 0.9 | 0 | 0.4 | -4 | 4 | 1 | -28 | -0.3 | -0.16
O=C(OCC(=O)N1CCCC1)c1ccc(S(=O)(=O)Nc2ccccc2)cc1 | 0.5 | -17 | -0.4 | 0 | -6 | -7 | -16 | 2.0 | 1.4
CC1CC(NC(=O)CCn2c(=O)oc3ccccc32)CC(C)(C)C1 (configuration not stated) | 0.0 | -13 | 1.0 | -1 | 14 | 6 | -19 | 0.7 | 0.5
CN1C2C=C(N(CCc3ccccc3)C(=O)c3ccc(Cl)cc3)CC1CC2 (configuration not stated) | -0.5 | -3 | 2.9 | -2 | -24 | -2 | -20 | -1.6 | 0.089
CCCc1nnc(NC(=O)CCC(=O)Nc2ccc(F)cc2)s1 | 1.4 | 4 | 1.4 | -7 | -29 | 0 | -14 | 1.1 | .
O=C(COc1ccc(S(=O)(=O)NC2CCCCC2)cc1)N1CCN(c2ccc(F)cc2)CC1 | 0.8 | -11 | -4.1 | 3 | 14 | 4 | 3 | -0.5 | .
CC(CCc1ccccc1)NC(=O)CSc1nccc(=O)[nH]1 (configuration not stated) | -0.7 | -36 | 0.2 | -14 | -22 | -6 | -19 | -0.7 | -1.6
O=C(CN(C(=O)CCC(=O)Nc1nccs1)C1CCCC1)NCc1ccc2c(c1)OCO2 | 1.4 | -7 | 0.4 | 0 | -9 | -3 | -4 | 1.4 | -0.84
COc1ccccc1CNC(=O)COC(=O)Cn1cnc2ccccc21 | 0.1 | -18 | -0.3 | 0 | -26 | 5 | 3 | 7.5 | 0.15
CCN(CC)c1ccc(NC(=O)c2cnccn2)cc1S(=O)(=O)Nc1ccc(OC)cc1 | -0.2 | -12 | -4.0 | -5 | -2 | . | -8 | -0.3 | 0.53

Screens: PubChem BioAssay, several laboratories
